BoNT-F LC inh: inhibitors of Botulinum neurotoxin F light chain protease; Multiplex microsphere protease cleavage assay, flow cytometry; inhibition, % at 10 µM; 0.22% of 360,000 active; AID 588497; in the data active = inhibition above about 35%, passing the limit was not always enough; note: plate controls were buffer without enzyme for full effect and enzyme alone for no effect
CCHF vOTU inh: CCHFV vOTU protease inhibition; Pep-AMC fluorescence; inhibition, % at 11.5 µM; 0.55% of 370,000 active; in the data active = inhibition above about 30%; note: 0% = vehicle wells with enzyme and 100% = no enzyme wells
The depositor's hits bear a star. An excerpt (hit frequency here may not be typical).

molecule | BoNT-F LC inh | CCHF vOTU inh
Cc1ccc2nc(-c3ccc(Cl)cc3)c(Cc3cccc(Cl)c3)n2c1 | -9.1 | -3.7
CC(C)=CCC[C@H](C)C[C@@H]1Cc2[nH]c(=S)[nH]c(=O)c2[C@@H](c2ccc(F)cc2)O1 | 5.6 | 16.1
COc1ccc(-c2oc3c(c2C(=O)OCCCO)C(OCCO)CCC3)cc1 (configuration not stated) | 11.7 | -2.5
CCCCN1C(=O)C(CC(=O)NCCCN(C)C)CC(C(=O)N2CCCCCC2)=C1C (configuration not stated) | 1.7 | 2.3
CC(C)C[C@@H]1Cc2[nH]c(=S)[nH]c(=O)c2[C@H](CCc2ccccc2)O1 | -1.4 | 14.2
Cc1ccc(C(=O)NCCN2CCC(n3c(=O)[nH]c4ccccc43)CC2)cc1 | -8.3 | -4.0
Nc1[nH]c(C(=O)c2ccccc2)c(-c2ccccc2Cl)c1C(=O)c1ccccc1 | 2.1 | 9.8
CCCCn1nnnc1C(c1ccccc1)N1CCN(c2ncccn2)CC1 (configuration not stated) | 7.3 | -0.7
Cc1nc(-c2ccccc2)sc1C(=O)NS(=O)(=O)c1ccc(CN2CCN(c3ccccc3)CC2)cc1 | -7.0 | 20.0
C[C@@H]1COc2cccc(N3CCC[C@@H]3CO)c2S(=O)(=O)N1 | -0.9 | 8.6
O=C1NC[C@H](CCCCN2CCN(CCc3ccccc3)C(=O)C2=O)N(Cc2ccccc2)C1=O | -5.3 | 8.1
CC(C)C[C@@H](CN1CCC[C@@H]1CN1C(=O)C(=O)NC[C@@H]1Cc1ccccc1)N1C[C@H](Cc2ccccc2)N(CC2CCCCC2)C(=O)C1=O | -6.7 | 17.2
COc1ccccc1CCn1cnc(-c2ccc(Br)cc2)c1C(C)C | -8.0 | 7.5
C=CCC[C@@H](CCCCC)OC(=O)/C=C/[C@H](O)[C@@H](O)C[C@@H](O)CC=C | 5.3 | 16.4
CC(=O)c1ccc(-c2c(CCO)sc3ccccc23)cc1 | 0.3 | 2.2
COc1ccc(-c2ccc3c(c2)c(Sc2ccccc2)c(-c2ccccc2)n3C)cc1 | -4.8 | 7.5
Cc1ccc(Cn2cc(CN3CC(N4CCN(Cc5ccccc5F)CC4)CS3(=O)=O)nn2)cc1 (configuration not stated) | -5.8 | 29.2
COC(=O)[C@]12CCCCC=C1N(Cc1ccccc1)C(=O)[C@H](CC(=O)N1CCN(C(=O)c3ccco3)CC1)C2 | -16.7 | -0.5
CCOC(=O)[C@]12CCC=C1N(Cc1ccco1)C(=O)[C@H](CC(=O)N1CCCC1)C2 | -2.7 | -6.1
C=CCC[C@H](CCCCC)OC(=O)/C=C/[C@H](O)[C@@H](O)C[C@@H](O)CC=C | -2.6 | 18.2
Cc1ccccc1CN1C(=O)c2ccccc2C1c1nnnn1C(C)C (configuration not stated) | 4.9 | 5.1
COc1ccc(NC(=O)C2c3ccccc3OCC(=O)N2C2CC2)cc1 (configuration not stated) | 4.1 | 2.5
CCOC(=O)[C@]12CCC=C1N(Cc1ccco1)C(=O)[C@H](CC(=O)NCc1ccc(OC)c(OC)c1)C2 | 2.6 | -0.4
CC(C)(C)C1CCN2CCC[C@](c3ccccc3)(C1)[C@@]21CO1 (some centres not stated) | -6.8 | 3.4
CCOC(=O)C1=NOC2(C1)C(=O)Nc1c(Cl)cccc12 (configuration not stated) | -2.3 | 7.8
CCCCc1c(-c2ccccc2OC)ncn1Cc1ccc(-c2ccccc2)cc1 | -5.8 | 12.4
CCOC(=O)[C@]12CCC=C1N(Cc1ccccc1)C(=O)[C@H](CC(=O)NCc1ccc(C)o1)C2 | 3.4 | -4.1
Cc1ccc(S(=O)(=O)N2CCC(=O)N([C@H](CO)Cc3ccccc3)CC2)cc1 | -5.2 | 1.9
C[C@@H](c1ccccc1)N1C[C@@H](COCc2ccccc2)Oc2cc(N3CC[C@H](N(C)C)C3)ccc2S1(=O)=O | 2.0 | -6.2
COc1ccccc1-c1cccc(-c2nc(C(=O)Nc3nccs3)cc3c2[C@@H](CCO)N(C(C)=O)C3)c1 | -6.6 | -2.8
CCOC(=O)[C@]12CCC=C1N(Cc1ccc3c(c1)OCO3)C(=O)[C@H](CC(=O)N1CCOCC1)C2 | -1.7 | -2.5
CCOC(=O)[C@]12CCC=C1N(Cc1ccccc1)C(=O)[C@H](CC(=O)N1CCSCC1)C2 | 3.9 | 3.4
O=C(NC1CCCCC1)C1c2ccccc2OCC(=O)N1CC(F)(F)F (configuration not stated) | 3.1 | -8.0
O=c1[nH]c2cc3ccccc3cc2nc1-c1nnnn1Cc1ccccc1 | 0.3 | 6.4
CC1NS(=O)(=O)c2cc([N+](=O)[O-])ccc21 (configuration not stated) | -3.7 | 4.5
COC(=O)[C@@]1(Cc2ccc(F)cc2)[C@H]2c3cc(C(=O)N(C)C)n(CCc4c[nH]c5ccc(OC)cc45)c3C[C@H]2CN1C(=O)c1ccccc1 | -9.1 | -4.9
C[N+](C)(C)CCNC(=O)c1ccccc1 | -5.5 | 8.3
CCCCn1nnnc1C(c1ccccc1)N1CCN(c2ccccc2OC)CC1 (configuration not stated) | -8.2 | 2.5
CCOC(=O)[C@]12CCCC=C1N(Cc1ccc(Cl)cc1Cl)C(=O)[C@H](CC(=O)N1CCCC1)C2 | 0.5 | 16.9
CC(C)[C@@H]1Cc2[nH][nH]c(=O)c2[C@H](C(C)C)O1 | -5.2 | 0.6
CC(C)(O)C#Cc1ccc(N2C(c3ccsc3)=Cc3ccc(F)cc3C2c2c[nH]c3ccc(C#N)cc23)cc1 (configuration not stated) | -0.4 | 14.6
CC1(C)OC(=O)C2=C(C[C@@H](CCOCc3ccccc3)O[C@@H]2c2ccc(F)cc2)O1 | -0.8 | -1.9
COC(=O)[C@]12CCCCC=C1N(Cc1ccccc1)C(=O)[C@H](CC(=O)NCc1cccs1)C2 | -1.3 | 17.1
COc1ccc([C@H]2CC(=O)C[C@@H](CCn3cc(-c4ccncc4)nn3)O2)cc1 | -1.0 | 2.9
COc1ccc(C(=O)c2[nH]c(N)c(C(=O)NCCc3c[nH]c4ccccc34)c2-c2ccc(C(F)(F)F)cc2)cc1 | -13.0 | 12.6
COC(=O)[C@]12CCCCC=C1N(Cc1ccc(Cl)cc1Cl)C(=O)[C@H](CC(=O)N1CCN(C(=O)c3ccco3)CC1)C2 | 2.0 | 12.0
CCOC(=O)[C@]12Cc3cc(OC)ccc3[C@H]1N(C)C(=O)c1cc(OC)ccc12 | 0.8 | 1.9
COc1cccc(-c2oc3c(c2C#CC2(N)CCCCC2)C(O)CCC3)c1 (configuration not stated) | -2.3 | 6.7
O=C1NC[C@@H](CCCCN2C[C@H](Cc3ccc(O)cc3)N(CCC3CCCCC3)C(=O)C2=O)N(Cc2ccccc2)C1=O | 11.2 | 1.2
O=S1(=O)N[C@H](Cc2ccccc2)COc2cc(N3CC[C@H](O)C3)ccc21 | 3.4 | -1.8
Cc1cc(Br)cn2c(Cc3cccc(F)c3)c(-c3ccc(F)cc3)nc12 | -5.1 | 1.7
Cc1cc(C)n2c(NCc3ccccc3)c(-c3cc4ccccc4o3)nc2n1 | -28.8 | 6.7
CCCCCn1nnnc1-c1nc2cc(C)c(C)cc2[nH]c1=O | -9.0 | -9.1
O=C1c2ccccc2C(c2nnnn2Cc2ccccc2)N1CCCn1ccnc1 (configuration not stated) | -1.9 | -0.2
O=S(=O)(c1ccccc1)C1CN1c1c(F)c(F)c(F)c(F)c1F (configuration not stated) | -2.9 | 4.3
CC(C)(C)OC(=O)N1CCC[C@@H]1C(=O)N1CCC[C@@H]1C(=O)NCc1ccccc1Cl | 6.7 | -2.3
CCOC(=O)c1ccc(-c2ccc(N3C(c4ccsc4)=Cc4ccc(F)cc4C3c3c[nH]c4ccc(C#N)cc34)cc2)cc1F (configuration not stated) | 2.5 | 5.6
CCOC(=O)N1CCN(C(=O)C[C@@H]2C[C@@]3(C(=O)OC)CCCCC=C3N(Cc3cccc4ccccc34)C2=O)CC1 | -9.3 | 5.4
O=C1NC[C@H](CCCCN2C[C@H](Cc3ccc(O)cc3)N(CC3CCCCC3)C(=O)C2=O)N(Cc2ccccc2)C1=O | 6.0 | 3.0
CC(C)C[C@H]1CN(CCCC[C@H]2CNC(=O)C(=O)N2Cc2ccccc2)C(=O)C(=O)N1CCc1ccc(O)cc1 | -3.7 | 15.2

Additional compounds
molecule | BoNT-F LC inh | CCHF vOTU inh
CCOC(=O)[C@]12CCCC=C1N(Cc1ccc(Cl)cc1Cl)C(=O)[C@H](CC(=O)N1CCN(C(=O)C3CC3)CC1)C2 | -2.5 | 10.8
CN(Cc1ccccc1)C(=O)[C@@H]1CCCN1C(=O)OC(C)(C)C | -3.1 | -15.4
CCOC1CCCc2oc(-c3ccsc3)c(-c3cnc(OC)nc3)c21 (configuration not stated) | 4.3 | -14.3
CN(C)CCN1CCN(C(c2ccnc3ccccc23)c2nnnn2-c2ccc3c(c2)OCCO3)CC1 (configuration not stated) | -1.1 | -7.0
CC(C)C1Cc2[nH][nH]c(=O)c2C(C2CC2)O1 (configuration not stated) | -6.0 | 4.7
COC(=O)[C@]12CCCCC=C1N(CCC1=CCCCC1)C(=O)[C@H](CC(=O)NCc1cccs1)C2 | 1.0 | 20.9
COCCN1C(=O)COc2ccccc2C1C(=O)NC(C)(C)C (configuration not stated) | -1.0 | -1.1
Nc1[nH]c(C(=O)c2ccccc2)c(-c2cccc3ccccc23)c1C(=O)NCc1ccccc1 | 4.7 | -2.7
COc1cc2cc(C(=O)NCCc3c[nH]c4ccccc34)c(N)nc2cc1OC | 1.0 | -16.4
O=C(CC1c2cc(F)ccc2C=C(c2ccsc2)N1c1ccc(C#CCCO)cc1)c1ccco1 (configuration not stated) | -3.7 | 2.2
CCCCn1nnnc1C(c1ccccc1)N1CCN(c2ccc(C(F)(F)F)cn2)CC1 (configuration not stated) | -3.1 | 9.8
CCOC(=O)[C@]12CCC=C1N(Cc1ccc(Cl)cc1Cl)C(=O)[C@H](CC(=O)NCc1ccc(C)o1)C2 | -1.3 | 34.5*
CC(=O)Nc1ccc(OCCCN2CCC(C(O)(c3ccccc3)c3ccccc3)CC2)cc1 | -12.3 | 2.7
COC(=O)c1ccc2nc(-c3cccc(Br)c3)c(Cc3ccccc3)n2c1 | -5.9 | 5.8
CCOC(=O)[C@]12CCC=C1N(Cc1ccccc1)C(=O)[C@H](CC(=O)NCC1CCCCC1)C2 | -6.1 | 25.6

An excerpt of these results, with values under each structure:
Under each structure – BoNT-F LC inh	CCHF vOTU inh
> COC(=O)c1ccc2nc(-c3cccc(Br)c3)c(Cc3ccccc3)n2c1
→ -5.9	5.8
> CCOC(=O)[C@]12CCC=C1N(Cc1ccccc1)C(=O)[C@H](CC(=O)NCC1CCCCC1)C2
→ -6.1	25.6

Going on with the list:
molecule | BoNT-F LC inh | CCHF vOTU inh
CC(C)NC(=O)N1Cc2cc(C(=O)NC3CCCC3)nc(-c3cccc(-c4cccnc4)c3)c2[C@H]1CCO | 4.9 | 8.9
CC(C)C[C@H]1CN(CCCC[C@@H]2CNC(=O)C(=O)N2Cc2ccccc2)C(=O)C(=O)N1CC1CCCCC1 | -1.8 | 7.7
CCCCC[C@@H]1CCCCC[C@H](O)C[C@H](O)[C@@H](O)/C=C/C(=O)O1 | -10.4 | 7.3
c1ccc(Cn2c(Cn3c(-c4cnccn4)nc4ccccc43)nc3ccccc32)cc1 | -0.4 | 7.7

Entries from the list above containing a furan ring, fused or not, in the order listed:
molecule | BoNT-F LC inh | CCHF vOTU inh
COc1ccc(-c2oc3c(c2C(=O)OCCCO)C(OCCO)CCC3)cc1 (configuration not stated) | 11.7 | -2.5
COC(=O)[C@]12CCCCC=C1N(Cc1ccccc1)C(=O)[C@H](CC(=O)N1CCN(C(=O)c3ccco3)CC1)C2 | -16.7 | -0.5
CCOC(=O)[C@]12CCC=C1N(Cc1ccco1)C(=O)[C@H](CC(=O)N1CCCC1)C2 | -2.7 | -6.1
CCOC(=O)[C@]12CCC=C1N(Cc1ccco1)C(=O)[C@H](CC(=O)NCc1ccc(OC)c(OC)c1)C2 | 2.6 | -0.4
CCOC(=O)[C@]12CCC=C1N(Cc1ccccc1)C(=O)[C@H](CC(=O)NCc1ccc(C)o1)C2 | 3.4 | -4.1
COC(=O)[C@]12CCCCC=C1N(Cc1ccc(Cl)cc1Cl)C(=O)[C@H](CC(=O)N1CCN(C(=O)c3ccco3)CC1)C2 | 2.0 | 12.0
COc1cccc(-c2oc3c(c2C#CC2(N)CCCCC2)C(O)CCC3)c1 (configuration not stated) | -2.3 | 6.7
Cc1cc(C)n2c(NCc3ccccc3)c(-c3cc4ccccc4o3)nc2n1 | -28.8 | 6.7
CCOC1CCCc2oc(-c3ccsc3)c(-c3cnc(OC)nc3)c21 (configuration not stated) | 4.3 | -14.3
O=C(CC1c2cc(F)ccc2C=C(c2ccsc2)N1c1ccc(C#CCCO)cc1)c1ccco1 (configuration not stated) | -3.7 | 2.2
CCOC(=O)[C@]12CCC=C1N(Cc1ccc(Cl)cc1Cl)C(=O)[C@H](CC(=O)NCc1ccc(C)o1)C2 | -1.3 | 34.5*
